GPR35 antagonists = GPR35 antagonists blocking zaprinast-driven arrestin recruitment, primary screen, imaging, U2OS, beta-arrestin-GFP, zaprinast agonist (AID 2058) | U2OS GPR35 beta-arrestin-GFP translocation imaging, zaprinast antagonism; higher % means a stronger effect | inhibition, % at 10 µM; hits with a dose series show IC50 in µM | 290,000 tested, 0.052% active;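 active = inhibition of at least 50% with at least 30 cells and total cytoplasm GFP at most 10,000,000; inconclusive = under 30 cells or total GFP of 10,000,000 plus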
Myeloid diff MLP = induction of myeloid progenitor differentiation, primary screen, cell-based, flow cytometry, MLPCN library | 360,000 tested, 1% active | calls only at 10 µM | ER-HoxA9 myeloid progenitors, lysozyme-GFP differentiation | AID 624256, 2012;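 active = normalized GFP-positive differentiation at or above the plate's own cutoff, the solvent-only control mean plus 3 SD; inconclusive = no clear call, values can overlap the other calls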;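 note: cells exposed to compound for four days before flow analysis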
PhoP inhibition = inhibitors of PhoP regulon expression, primary screen, Salmonella Typhimurium, GFP reporter (AID 1863); S. Typhimurium PhoP-regulated promoter GFP reporter, 4 h; higher % means a stronger effect; 300,000 tested, 0.16% active; one-dose inhibition, % at 50 µM; IC50 in µM for titrated hits;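 active = inhibition over 29.93%, a cutoff 3 SD above the screen mean, later confirmed by dose response; inconclusive = inhibition over 29.93% but no dose response follow-up; inactive = inhibition at most 29.93% or unconfirmed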;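 note: 0% = low Mg2+ inducing control and 100% = high Mg2+ repressing control; strong numbers were not always called active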
GPR55 LPI antagonism = GPR55 antagonists blocking LPI-driven arrestin recruitment, primary screen, imaging, U2OS, beta-arrestin-GFP, LPI agonist (AID 2013) | U2OS GPR55 beta-arrestin-GFP translocation imaging, LPI antagonism; higher % means a stronger effect | inhibition, % at 10 µM, or IC50 in µM where a hit was titrated | 290,000 tested, 0.13% active | G-protein coupled receptor 55 (Homo sapiens);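 active = spots per cell inhibited over 60%, with over 100 cells counted and total cytoplasm intensity under 500,000; inconclusive = wells with under 100 cells, flagged as likely toxic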;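 note: U2OS cells stably carrying GPR55 and arrestin-GFP stimulated by 5 µM LPI near EC80; imaged beta-arrestin-GFP aggregate spots per cell after agonist stimulation; plate controls were LPI-stimulated DMSO wells for no effect and DMSO wells without LPI for full effect; some results filed as inactive read as strong as hits; confirmed hits need IC50 under 10 µM and bright autofluorescent wells are also inconclusive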
Rac1 GTP hydrolysis = MgcRacGAP GTPase-activating activity inhibitors, confirmation, biochemical, ADP Hunter fluorescence; 340,000 tested, 0.6% active; AID 624330, 2012; inhibition, % at 30 µM, or IC50 in µM where a hit was titrated; MgcRacGAP-stimulated Rac1 GTP hydrolysis, ADP Hunter fluorescence; higher % means a stronger effect; GST-tagged Rac1 F28L mutant substrate; Rac GTPase-activating protein 1 (Homo sapiens);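 active = first-screen hits whose inhibition reached a set limit at any dose in the follow-up dose series; inconclusive = inhibition above the set first-screen limit but never retested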;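 note: fluorescence reports GDP produced by GAP-driven GTP hydrolysis; strong numbers were not always called active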
NTR1 agonist = agonists of NTR1, primary screen, imaging, U2OS cells, beta-arrestin-GFP, high content (AID 493036). Neurotensin receptor type 1 (Homo sapiens), P30989. NTR1-U2OS beta-arrestin-GFP spot imaging, agonist mode. activation, % at 20 µM. 330,000 tested, 0.17% active;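 active = activation at or above 40% of the spot to cytoplasm intensity ratio, with at least 20 cells analyzed; inconclusive = wells under 20 cells, flagged as cytotoxic or low count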;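 note: 0% = DMSO without peptide and 100% = 100 nM NTR1 peptide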
Target sequence (P30989 whole entry, looked up): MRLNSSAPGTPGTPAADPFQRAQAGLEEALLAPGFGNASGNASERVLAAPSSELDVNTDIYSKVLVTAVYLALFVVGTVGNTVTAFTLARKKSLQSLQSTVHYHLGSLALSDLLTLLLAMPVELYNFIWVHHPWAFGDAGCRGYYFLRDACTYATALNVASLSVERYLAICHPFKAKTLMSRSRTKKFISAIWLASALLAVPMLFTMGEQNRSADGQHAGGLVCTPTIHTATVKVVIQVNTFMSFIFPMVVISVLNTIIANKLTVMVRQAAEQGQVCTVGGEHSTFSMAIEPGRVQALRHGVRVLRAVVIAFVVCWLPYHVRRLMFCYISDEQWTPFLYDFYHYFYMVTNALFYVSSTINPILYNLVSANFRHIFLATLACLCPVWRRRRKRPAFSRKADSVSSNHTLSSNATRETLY
LYP phosphatase = inhibitors of LYP phosphatase, biochemical, fluorescence intensity, uHTS (AID 1779) | Tyrosine-protein phosphatase non-receptor type 22 (Homo sapiens) | recombinant LYP phosphatase, fluorescence intensity; higher % means a stronger effect | one-dose inhibition, % at 11.5 µM; IC50 in µM for titrated hits | 290,000 tested, 0.054% active; in the data active = inhibition above about 50%;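 note: plate controls were vehicle with enzyme for no effect and no enzyme for full effect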
SIAH1 antagonists = Siah-1 peptide-binding antagonists, primary screen, biochemical, fluorescence polarization, rhodamine-plectin, uHTS (AID 1817); Siah-1 / rhodamine-plectin peptide fluorescence polarization; higher % means a stronger effect; E3 ubiquitin-protein ligase SIAH1 (Homo sapiens); 290,000 tested, 0.02% active; displacement, % at 20 µM; hits with a dose series show IC50 in µM;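 active = displacement of at least 50% at 20 µM, with a fluorescence ratio check between 0.3 and a set limit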;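 note: plate controls were Siah plus tracer with DMSO for no effect and tracer alone without Siah for full effect; strong numbers were not always called active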
HIV fusion peptide = inhibitors of HIV fusion peptide binding, primary screen, biochemical, uHTS, fluorescence dequenching (AID 1986); cell-free peptide binding, fluorescence dequenching, 30 min; higher % means a stronger effect; one-dose inhibition, % at 20 µM; IC50 in µM for titrated hits; 290,000 tested, 0.3% active; in the data active = inhibition mostly above about 52%, no sharp cut-off; inactive = mostly below about 76%; note: some results filed as inactive read as strong as hits
NTR1 agonist cell count 20 µM = also measured in NTR1 agonist; calls as there; cell count; measured here: cell count, cytotoxicity flag
Myeloid diff MLP GFP+ MAC1+ % = also measured in Myeloid diff MLP; calls as there; GFP+ MAC1+ double positive, %; measured here: differentiation confirmed by MAC1 staining
* = called active by the depositor; i = inactive; ? = inconclusive; nt = no result given; + = active, no number.

SMILES	GPR35 antagonists	Myeloid diff MLP	Myeloid diff MLP GFP+ MAC1+ %	PhoP inhibition	GPR55 LPI antagonism	Rac1 GTP hydrolysis	NTR1 agonist	NTR1 agonist cell count 20 µM	LYP phosphatase	SIAH1 antagonists	HIV fusion peptide
Nc1cc(N)nc(SCC(=O)NCc2ccco2)n1	14%	i	0.2	2%	1%	7%	0.4	64	-1%	-7%	-0.5%
COc1cc(CNCCNC(=O)c2cccs2)cc(OC)c1OC	4%	i	0.6	nt	0%	?	0.7	44	2%	-2%	2.0%
Cc1c(C#N)c(O)n(CCO)c(=O)c1N=Nc1ccccc1	-6%	i	0.5	-6%	-1%	11%	1.3	39	0%	11%	3.4%
Cc1cccc(CSc2nc3ccncc3n2CC(=O)Nc2cc(C)cc(C)c2)c1	6%	i	2.3	-6%	9%	-1%	11	64	0%	8%	2.4%
CCOc1cc(C=O)ccc1OCCn1c([N+](=O)[O-])cnc1C	15%	i	2.2	8%	0%	6%	-1.5	59	1%	-2%	-1.9%
CCN(Cc1ccccc1)c1ccc(/C=N/NS(=O)(=O)c2ccc(C)c([N+](=O)[O-])c2)cc1	-12%	i	1.2	3%	15%	0%	1.6	34	0%	-1%	3.1%
C=C(Cl)COC(=O)C1C2C=CC(C2)C1C(=O)O (centres undefined)	-4%	i	1.1	4%	-2%	-2%	-0.4	46	-7%	4%	0.8%
Cc1ccc2nc(CCCc3nc4ccc(C)cc4[nH]3)[nH]c2c1	8%	i	0.7	nt	32%	1%	0.4	72	-8%	-6%	-1.2%
CCCN1C2CCCC1CC(NC(=O)Nc1ccc(C(C)C)cc1)C2 (centres undefined)	4%	i	0.7	5%	22%	7%	0.5	83	-6%	3%	-0.2%
C=CCOc1ccc(Br)cc1/C=C1/SC(=Nc2ccc(C(=O)O)cc2)NC1=O	-16%	i	0.5	0%	28%	9%	nt	nt	4%	25%	64%
COc1ccccc1N1CCN(C2CCCN(C(=O)c3cc(C4CC4)on3)C2)CC1 (centres undefined)	-7%	i	1.0	6%	4%	11%	-1.3	63	-8%	4%	-1.2%
COc1ccccc1NC(=O)c1sc(NC(=O)c2ccco2)c(C#N)c1C	-7%	i	6.0	-11%	9%	10%	2.3	43	-7%	6%	-0.7%
CCOc1cccc(NC(=O)c2cnccc2C(F)(F)F)c1	-26%	i	1.0	nt	17%	12%	0.3	53	-7%	12%	1.2%
CC1(C)CC(O)CC(C)(C)N1CC(O)COCc1ccccc1 (centres undefined)	1%	i	2.5	-4%	-16%	1%	0.7	71	-10%	-7%	-0.3%
O=C(NNc1c(Cl)cncc1Cl)c1sccc1Cl	3%	i	0.4	3%	14%	8%	-0.8	53	-6%	1%	-1.3%
c1ccc(-c2csc3ncnc(N4CCN(Cc5ccc6c(c5)OCO6)CC4)c23)cc1	-22%	i	0.6	0%	13%	4%	21	81	-10%	3%	-1.1%
Cc1c(-c2cccc(NC(=O)c3cccs3)c2)nc2ncccn12	-7%	i	0.4	0%	4%	5%	2.2	49	3%	0%	2.0%
O=C(c1ccc(Cl)cc1)N1CCCCC(Cl)C1=O (centres undefined)	6%	i	0.4	6%	6%	8%	0.5	53	-2%	10%	1.0%
COc1ccccc1NC(=O)C1CCCN1C(=O)Nc1ccc(F)cc1 (centres undefined)	-4%	i	1.8	-2%	0%	4%	-1.6	44	-5%	1%	0.7%
Cc1cc(-c2nnc3n2N=C(c2ccccc2)CS3)n[nH]1	10%	i	0.1	-8%	5%	8%	3.5	41	0%	2%	-0.2%
CCOCCCn1c(SCC(=O)/C(C#N)=C(\C)N)nc2ccccc2c1=O	-5%	i	1.1	-6%	2%	7%	1.9	62	-1%	4%	-1.0%
O=C(Cc1ccccc1)Nc1ccc(NC(=O)C2CC2)nc1	-1%	i	0.4	-5%	23%	1%	-0.2	45	-3%	-4%	21%
Nc1cc(Cl)ccc1Oc1ccccc1	-12%	i	5.3	20%	15%	12%	1.7	61	-10%	-1%	-0.5%
Cc1ccc2c(c1)C1CN(C)CCC1N2C(=O)c1ccccc1NS(=O)(=O)c1ccc(F)cc1 (centres undefined)	2%	i	0.8	10%	8%	8%	-2.1	64	-8%	9%	-0.8%
COc1cccc(C(=O)Nc2ccc3ccccc3c2)c1	-2%	i	0.1	2%	-18%	11%	-0.8	58	-7%	0%	-0.6%
Cc1ccc(C)c(NC(=S)N/N=C2\CCc3ccccc32)c1	15%	i	0.6	-6%	-3%	8%	7.2	54	6%	-4%	-2.8%
Cc1ccc(CNC(=O)c2ccccc2NC(=O)CSc2nnnn2C)cc1	1%	i	0.6	3%	12%	10%	-0.9	24	-10%	1%	-1.6%
COc1ccc(C2C(C#N)=C3NC(=O)c4c(sc5c4CCCCC5)N3C3=C2C(=O)CC(C)(C)C3)cc1 (centres undefined)	0%	i	0.5	2%	0%	10%	-1.5	94	10%	5%	41%
CC(/C=N/NC(=O)c1nnn(-c2nonc2N)c1C(C)C)=C\c1ccccc1	-4%	i	3.4	11%	-3%	-6%	9.8	52	-2%	-2%	-0.4%
O=C(c1ccc(CS(=O)Cc2ccc(Cl)cc2)o1)N1CCN(c2ccccc2)CC1 (centres undefined)	-17%	i	3.0	-4%	0%	7%	-1.0	46	0%	4%	-1.1%
Cc1ccc(C)c(OCC(=O)N/N=C\c2cccn2C)c1	-10%	i	0.4	0%	10%	1%	-0.2	46	-3%	6%	-0.8%
COCC(COS(N)(=O)=O)Cc1ccccc1 (centres undefined)	-14%	i	0.5	10%	11%	1%	3.3	93	-10%	3%	-0.6%
COc1cccc(NC(=O)CSc2nccn(-c3ccc4c(c3)OCCO4)c2=O)c1	nt	i	0.7	6%	nt	14%	-0.3	62	nt	nt	nt
CCCc1ccc(OCc2ccc(C(=O)N3CCCC3)o2)cc1	-8%	i	0.1	1%	-4%	6%	15	38	4%	4%	1.2%
O=C(C1=C(O)C(=O)N(Cc2ccccc2)C1c1ccco1)c1ccco1 (centres undefined)	13%	i	1.0	-7%	7%	12%	4.1	50	-2%	2%	15%
Cc1ccc2cc(CN(Cc3ccc(F)cc3)Cc3nnnn3C3CCCC3)c(=O)[nH]c2c1	-8%	i	1.6	-14%	6%	8%	3.0	53	10%	0%	-0.6%
NC(=O)COC(=O)CC(c1ccccc1)c1ccccc1	5%	i	0.6	-2%	-2%	1%	2.5	62	-2%	-1%	-0.2%
O=C(c1cc(-c2ccc(Cl)cc2)on1)N1CCOCC1	5%	i	0.5	12%	-3%	7%	-1.2	42	-7%	2%	1.4%
Cc1ccc(F)cc1NC(=O)c1ccc2c(c1)OCO2	4%	i	5.1	1%	2%	4%	-0.9	51	-2%	-6%	-1.0%
Cc1ccc(Nc2nc3c([nH]2)c(=O)[nH]c(=O)n3C)cc1	11%	i	1.0	-4%	-2%	2%	1.0	54	-2%	2%	-2.0%
C=CCc1ccc(OCCCOc2ccc(C(=O)O)cc2)c(OC)c1	-1%	i	0.2	-1%	-7%	0%	0.4	84	4%	-3%	4.2%
Brc1ccc(Oc2ncc(CN3CCN(c4ccccc4)CC3)s2)cc1	7%	i	0.9	1%	-5%	1%	0.9	52	-4%	2%	-2.3%
CCOc1ccccc1NS(=O)(=O)c1c(C)noc1C	-5%	i	0.0	-2%	-1%	6%	5.1	83	-11%	-1%	0.6%
O=C(CSc1nc2ccccc2[nH]1)N1CCN(c2ccc(F)cc2)CC1	13%	i	1.4	5%	-7%	17%	2.4	34	-1%	0%	0.9%
COc1ccc(NC(=O)c2cc3c(CO)cnc(C)c3oc2=Nc2cc(OC)cc(OC)c2)cc1	-5%	i	0.3	8%	8%	nt	1.7	47	-7%	-7%	-2.2%
COc1ccc(CN2CCNC(=O)C2CC(=O)N(C)CC2CCOCC2)cc1C (centres undefined)	-6%	i	1.2	nt	7%	6%	0.2	67	-9%	3%	-1.1%
COc1ccc(O)c(CN2CCCC(N3CCc4ccccc4C3)C2)c1 (centres undefined)	-5%	i	0.3	-2%	14%	12%	1.7	59	-8%	2%	-0.9%
O=C1C(Cl)=C(N2CCOCC2)C(=O)N1CCc1ccccc1	-1%	i	4.5	-9%	5%	15%	1.1	66	7%	-1%	4.4%
Cc1cccc(OCCNc2cc(N3CCN(CCO)CC3)ccc2[N+](=O)[O-])c1	3%	i	0.6	3%	-8%	8%	1.1	50	2%	-8%	-2.0%
CC(C)CC(NC(N)=O)C(=O)OCC(=O)Nc1ccc(OC(F)F)cc1 (centres undefined)	4%	i	0.5	2%	2%	6%	2.1	41	-8%	0%	0.8%
Cc1c(Cl)cccc1NC(=O)CN1CCN(CCO)CC1	1%	i	1.3	-7%	-4%	11%	-0.7	60	-10%	1%	0.2%
COc1cccc(C2NC(=O)NC(C)=C2C(=O)Nc2ccc(C)cc2)c1OC (centres undefined)	-7%	+	6.7*	-11%	-10%	7%	0.8	56	1%	-2%	13%
COc1cc(C(C)=O)ccc1OCCCN1CCC(Cc2ccccc2)CC1	3%	i	0.7	6%	10%	24%	-0.4	46	-10%	3%	0.9%
COc1ccc(CCNS(=O)(=O)c2cccc([N+](=O)[O-])c2)cc1	0%	i	0.2	2%	-15%	-1%	-1.0	57	-7%	-3%	1.1%
Cc1ccccc1OCCn1c(CCNC(=O)C(C)C)nc2ccccc21	28%	i	1.0	-7%	-10%	4%	0.5	43	-3%	-4%	2.9%

Molecules listed so far with bromine, in the order listed:
SMILES	GPR35 antagonists	Myeloid diff MLP	Myeloid diff MLP GFP+ MAC1+ %	PhoP inhibition	GPR55 LPI antagonism	Rac1 GTP hydrolysis	NTR1 agonist	NTR1 agonist cell count 20 µM	LYP phosphatase	SIAH1 antagonists	HIV fusion peptide
C=CCOc1ccc(Br)cc1/C=C1/SC(=Nc2ccc(C(=O)O)cc2)NC1=O	-16%	i	0.5	0%	28%	9%	nt	nt	4%	25%	64%
Brc1ccc(Oc2ncc(CN3CCN(c4ccccc4)CC3)s2)cc1	7%	i	0.9	1%	-5%	1%	0.9	52	-4%	2%	-2.3%

Random draw from the library; any-hit rate near 2.4%.
